Screening data from PubChem.
EPAC1 antagonist: qHTS for Antagonist of cAMP-regulated guanine nucleotide exchange factor 3 (EPAC1): primary screen | EPAC1 GEF assay, Rap1b-BODIPY-GDP exchange fluorescence | Potency, µM (titrated, usually from 115 µM), for the others: at the highest dose activity change, negative = inhibition, most hits filed as inhibitors | Rap guanine nucleotide exchange factor 3 (Homo sapiens), O95398 | AID 720709, 2013 | 0.14% of 360,000 active;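 further: potency means the concentration at half of the fitted maximal effect; plate controls were vehicle for no effect and positive control for full effect; nearly all actives have a fitted effect of over 50% in size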
EPAC2 ag: qHTS for Agonist of cAMP-regulated guanine nucleotide exchange factor 4 (EPAC2): primary screen; EPAC2 activation, biochemical qHTS; response scale: 100% = 6.5 mM cAMP response; Potency, µM (doses to about 154 µM), without a hit: at the top dose activation, actives largely listed as activators; 0.079% of 360,000 active; further: potency means the concentration at half of the fitted maximal effect; nearly all actives have a fitted effect of over 50% in size
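Exchange assay: 100 nM EPAC2 with 250 nM Rap1B-BODIPY-GDP and 50 uM GDP. Fluorescence (ex 480/em 540 nm) read every 5 min for 30 min at room temperature. Data normalized to 6.5 mM cAMP as agonist control.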
EPAC1 ag: qHTS for Agonist of cAMP-regulated guanine nucleotide exchange factor 3 (EPAC1): primary screen; 0.073% of 360,000 active; Potency, µM (doses to about 154 µM), for inactives: at the highest dose activation, usual class: activators; EPAC1 agonist qHTS, biochemical assay; response scale: 100% = response to 6.5 mM cAMP; Rap guanine nucleotide exchange factor 3 (Homo sapiens), O95398; further: potency means the concentration at half of the fitted maximal effect; nearly all actives have a fitted effect of over 60% in size
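Fluorescent GDP-exchange assay: 100 nM EPAC1 with 250 nM Rap1B preloaded with BODIPY-GDP and 50 uM GDP; compounds tested as concentration series, 5 min at room temperature, then read every 5 min for 30 min (ex 480/em 540 nm); normalized to 6.5 mM cAMP.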
PI5P4Ka inh: qHTS for Inhibitors of phosphatidylinositol 5-phosphate 4-kinase (PI5P4K); Phosphatidylinositol 5-phosphate 4-kinase type-2 alpha (Homo sapiens), P48426; PI5P4Kalpha enzyme, ADP-Glo luminescence, 60 min; stronger effect = lower value; max response, %; 1.2% of 330,000 active; AID 652105, 2013; active means max response of -50% or lower; inconclusive means between -30% and -50%; inactive means -30% or higher; further: value at the top dose of about 77 µM; on the % scale 0 is the no-effect control and ±100 the full control effect
Target sequence (P48426 whole entry, looked up): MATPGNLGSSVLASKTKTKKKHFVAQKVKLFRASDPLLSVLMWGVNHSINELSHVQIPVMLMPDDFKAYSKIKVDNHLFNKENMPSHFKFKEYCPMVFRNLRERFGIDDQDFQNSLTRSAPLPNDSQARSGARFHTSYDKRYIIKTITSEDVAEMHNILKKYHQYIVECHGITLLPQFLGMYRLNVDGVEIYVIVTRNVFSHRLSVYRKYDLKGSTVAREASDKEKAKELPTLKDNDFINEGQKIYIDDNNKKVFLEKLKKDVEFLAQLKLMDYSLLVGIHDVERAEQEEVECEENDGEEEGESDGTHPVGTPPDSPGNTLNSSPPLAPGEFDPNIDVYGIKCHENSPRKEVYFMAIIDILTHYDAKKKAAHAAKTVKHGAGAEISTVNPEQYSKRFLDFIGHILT
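Luminescence from ADP-Glo served as readout of PI5P4Kalpha activity in a qHTS format. Reaction: enzyme, substrate, compound, ATP at 5 microM final, 60 min at RT.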
WRN inhibitor: qHTS for Inhibitors of WRN Helicase; 0.46% of 360,000 active; Potency, µM (titrated, usually from 114 µM), for the others: at the highest dose activity change, negative = inhibition, most hits filed as inhibitors; WRN helicase unwinding, fluorescent forked duplex, kinetic; Bifunctional 3'-5' exonuclease/ATP-dependent helicase WRN (Homo sapiens), Q14191; further: potency means the concentration at half of the fitted maximal effect; on the % scale 0 is the no-effect control and ±100 the full control effect; nearly all actives have a fitted effect of over 55% in size
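Primary qHTS, 1536-well format. 20 nM WRN + compound, 15 min RT; start with 100 nM forked fluorophore/quencher duplex, 2 mM ATP (final); kinetic read ex 525/em 598 nm.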
PLK1 PBD inh: qHTS for Inhibitors of PLK1-PDB (polo-like kinase 1 - polo-box domain): Primary Screen; Serine/threonine-protein kinase PLK1 (Homo sapiens), P53350; Plk1 PBD binding of FITC phosphopeptide, fluorescence polarization; Potency, µM, inactives show max response, negative = inhibition, usual class: inhibitors; 2.8% of 360,000 active; AID 720504, 2013; further: potency means the concentration at half of the fitted maximal effect; series mostly up to about 57 µM; on the % scale 0 is the no-effect control and ±100 the full control effect; nearly all actives have a fitted effect of over 65% in size
Target sequence (P53350 whole entry, looked up, the tested form may be a part): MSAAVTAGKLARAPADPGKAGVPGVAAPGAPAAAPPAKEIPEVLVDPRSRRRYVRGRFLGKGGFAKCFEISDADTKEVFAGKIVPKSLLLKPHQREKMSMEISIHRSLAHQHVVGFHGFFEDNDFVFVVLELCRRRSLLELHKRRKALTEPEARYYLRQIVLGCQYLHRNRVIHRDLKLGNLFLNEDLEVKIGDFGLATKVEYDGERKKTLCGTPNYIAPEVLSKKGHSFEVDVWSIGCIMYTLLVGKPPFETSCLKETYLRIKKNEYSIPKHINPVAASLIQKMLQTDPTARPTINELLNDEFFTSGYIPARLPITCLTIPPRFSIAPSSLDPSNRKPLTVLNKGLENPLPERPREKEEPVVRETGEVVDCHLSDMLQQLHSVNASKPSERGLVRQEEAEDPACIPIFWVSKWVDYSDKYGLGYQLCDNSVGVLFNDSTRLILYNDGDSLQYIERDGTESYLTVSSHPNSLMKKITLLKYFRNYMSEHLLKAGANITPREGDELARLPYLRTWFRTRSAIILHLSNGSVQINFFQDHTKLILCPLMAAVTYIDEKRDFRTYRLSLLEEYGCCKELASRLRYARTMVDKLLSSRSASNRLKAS
IL2 activator: qHTS of IL-2 Activators | IL-2 activation reporter assay, cell-based qHTS; stimulated with anti-CD3/CD4/CD28 beads; in transgenic mouse T cells | activation, % (series mostly up to about 46 µM) | 0.065% of 360,000 active; in the data active means activation above about 50%; inconclusive means mostly about 30% to 49%; further: 0% is about no effect
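Readout is EGFP and DsRed signal by fluorescent plate cytometry after 18 h at 37 degrees C. Transgenic mouse T cells (750/well) received compound for 60 min before bead stimulation (anti-CD3, anti-CD4, anti-CD28); memory T cells served as non-tolerant control.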
CCT modulator: High-Throughput Screening for Modulators of Cytosolic Chaperonin Activity. 0.3% of 360,000 active. activity change, % (test concentration not listed), hits read low. purified chaperonin ATPase assay, HTRF ADP detection, 30 min; in the data active means activity change below about -30%; further: on the % scale 0 is the no-effect control and ±100 the full control effect
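Enzyme 40 or 20 nM (batch-dependent) in Tris pH 7.4/KCl/MgCl2/DTT; cpd 76 uM single point; ATP 10 uM; 30 min 37 °C; Transcreener ADP HTRF detection, 30 min RT; ratio 665/615.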
Active calls of the source: *; ? = inconclusive; nt = not tested or not shown; [ ] = remark or other dose. Unless noted, the call rests on the fitted dose curve; in most records, active means well fitted curve in the direction sought with a large enough effect; inconclusive means small, poorly fitted or top-dose-only effect, or another doubt; inactive means no such curve, though single readings can be large; an effect the other way counts as inactive or inconclusive. These rows are one share of the data; count on the stated rates, not on these rows.

smiles	EPAC1 antagonist	EPAC2 ag	EPAC1 ag	PI5P4Ka inh	WRN inhibitor	PLK1 PBD inh	IL2 activator	CCT modulator
CC(OC(=O)CCN1C(=O)C2CC=CCC2C1=O)C(=O)c1ccc(F)cc1 (centres undefined)	13%	7%	10%	4	0%	-10%	0.2	1.5
CCN(CC)C(=O)C(=O)c1cccn1-c1cccc(Cl)c1C#N	-13%	-1%	8%	0	5%	-5%	-2.1	-3.0
N#C/C(N=Nc1ccccc1O)=N\Nc1ccccc1O	?	13%	-8%	?	-28%	-25%	-0.1	-3.5
O=C(NCc1ncc(C(F)(F)F)cc1Cl)Nc1ccccc1	-4%	0%	-5%	0	-12%	5%	-3.9	-1.7
N#Cc1c(NC(=O)CCC(=O)O)sc2c1CCCCC2	7%	-3%	-2%	-74*	-30%	27µM*	0.4	-0.5
Cc1cc(=O)oc2cc3c(cc12)OCCO3	-3%	8%	9%	-9	-1%	?	-0.3	1.0
O=C1CCN(Cc2ccccc2)CCN1[C@H](CSc1ccccc1)c1ccccc1	-6%	9%	2%	-1	-5%	-9%	-0.2	-0.2
COc1ccc(CN(Cc2cccn2C)C(=O)c2cc3cc(OC)ccc3[nH]2)cc1	1%	17%	22%	14	-29%	-3%	0.4	-2.6
COC(=O)c1cc(C(=O)Nc2ccc(C)cn2)cc([N+](=O)[O-])c1	-14%	1%	1%	nt	-8%	0%	-1.5	2.2
Fc1cccc(Cl)c1CSc1nnc(-c2ccncc2)o1	-6%	11%	7%	-2	4%	-13%	-4.0	-4.0
O=C1c2cccc3cccc(c23)N1Cc1cccc(F)c1	5%	9%	12%	0	-3%	3%	-0.6	0.6
CCC(NC(=O)c1ccc(C#CC2(O)CCCCC2)cc1)C(=O)O (centres undefined)	-29%	2%	5%	4	5%[57.1 µM]	-17%	2.3	-6.0
COc1ccc2c(c1)CC[C@@H]1[C@@H]2CC[C@]2(C)[C@@H](C(=O)O)C[C@@H]12	-3%	3%	4%	-6	0%	1%	-0.5	-0.1
CCOc1cc(/C=C/C(=O)O)ccc1OCCOc1ccc(F)cc1	11%	-1%	10%	-3	3%	-3%	-0.5	1.2
Cc1ccc(CNC(=O)[C@H](C)[C@H]2C[C@]2(C)[C@H](NC(=O)OCc2ccccc2)c2ccccc2)o1	-14%	2%	-5%	-52*	-11%	-16%	-0.3	2.1
CN1C(=O)C(O)(C2COC(C)(C)CC2=O)c2cc(Br)ccc21 (centres undefined)	-18%	19%	12%	-6	7%	-15%	0.4	-10
Cc1cc(=O)n2nc(N3CCCC(C(=O)NCc4ccc(Cl)cc4)C3)sc2n1 (centres undefined)	-5%	10%	4%	1	2%	1%	-0.5	-0.4
Cc1oc(-c2ccccc2Cl)nc1CSc1nc2c(c(=O)[nH]1)CCCC2	-10%	5%	16%	7	1%	-11%	1.3	-1.3
COc1ccc(C2=C(C=C(C#N)C#N)C(c3ccccc3C)c3ccccc3O2)cc1OC (centres undefined)	-14%	8%	8%	5	-8%	4%	-0.1	0.4
Cc1cccc(CN2CCC(C(=O)Nc3ccc(-n4nc(C)cc4C)cc3)CC2)n1	0%	1%	-6%	-1	-10%	2%	-1.2	-2.1
COc1ccc(-c2c(-c3cc(OC)cc(OC)c3)sc3ccc(OC)cc23)cc1	-26%	12%	-6%	31	-7%	-15%	1.1	-3.9
COc1ccc2c(c1)CC/C(=C/c1cc(OC)c(OC)c(OC)c1)C2=O	7%	7%	2%	1	-12%	-6%	-0.6	0.1
COc1cc(NC2c3ccccc3C(=O)N2c2ccc(C)cn2)cc(OC)c1OC (centres undefined)	?	0%	5%	3	5%	0%	-2.1	0.2
COc1cccc(NC(=O)C23CCC(C)(C(=O)O2)C3(C)C)c1 (centres undefined)	8%	6%	1%	-13	-2%	-7%	-0.5	0.8
COC(=O)CCC(=O)N1CCc2cc(S(=O)(=O)N3CCc4ccccc43)ccc21	-5%	9%	13%	-1	-8%	-2%	-1.2	-0.5

The list continues:
smiles	EPAC1 antagonist	EPAC2 ag	EPAC1 ag	PI5P4Ka inh	WRN inhibitor	PLK1 PBD inh	IL2 activator	CCT modulator
COc1ccccc1-c1cc(C(=O)Nc2cc(C)nn2-c2ccccc2)no1	5%	-1%	-6%	nt	-29%	0%	1.3	1.8
O=C(O)c1ccoc1CN1CCCCC1	0%	1%	-6%	3	4%	0%	-0.2	-2.2
COc1ccccc1NC(=O)NCCc1c[nH]c2ccccc12	13%	5%	12%	2	1%	0%	0.8	1.1
CCn1c(CNC(=O)c2ccc(OC)c(OC)c2)nnc1SCC(=O)Nc1ccccc1	19%	1%	12%	1	-22%[57.1 µM]	3%	0.3	-0.8
O=C(NCC(c1ccco1)N1CCCCC1)c1ccc(NS(=O)(=O)c2ccc(F)cc2)cc1 (centres undefined)	-10%	3%	1%	5	?	-2%	-4.4	-6.3
Cc1cccc(C)c1NC(=O)CS(=O)CC(=O)Nc1ccc(F)cc1F (centres undefined)	-8%	6%	-6%	-2	-7%	0%	-2.5	-0.7
O=C(Cc1ccccc1)N/N=C/c1ccc2c(c1)OCO2	-6%	11%	3%	7	8%[57.1 µM]	-18%	0.0	-3.7
CC(C(=O)NC(=O)NC1CCCCC1)N1CCN(C(c2ccccc2)c2ccccc2)CC1 (centres undefined)	4%	-7%	-8%	19	4%	5%	-0.2	2.0
Cc1cc(NC(=O)COC(=O)COc2ccc(Cl)c(C)c2)no1	-16%	0%	9%	3	2%	4%	1.3	-1.0
N#CCC(=O)Nc1ccc(C(=O)OCC(=O)NC(=O)NCc2ccco2)cc1	4%	3%	7%	-55*	-36%	4%	0.4	-1.4
Cc1cc(C(=O)NNC(C)Cc2ccccc2)no1 (centres undefined)	-17%	8%	15%	-1	-5%	-6%	0.6	-1.8
C[C@@H]1CN([C@H](C)CO)C(=O)CCCn2cc(nn2)CO[C@H]1CN(C)C(=O)Nc1ccc(C(C)(C)C)cc1	0%	-5%	-5%	0	5%	?	-0.3	-1.4
COc1ccc(-c2nn(-c3ccccc3)cc2CNC[C@H]2O[C@@H](n3cnc(C(N)=O)n3)[C@H](O)[C@@H]2O)cc1	-8%	1%	-15%	12	0%	-20%	0.8	-3.3
CN(C)CCCN(C(=O)c1ccc(C(=O)c2ccccc2)cc1)c1nc2cc3c(cc2s1)OCO3	3%	15%	9%	0	-31%	-10%	-5.2	-1.3
Nc1ccc2c(c1)C1(CCC2)NC(=O)NC1=O (centres undefined)	16%	2%	-2%	-12	-5%	6%	-1.2	0.9
O=C(/C=C/c1ccccc1)COC(=O)c1ccccc1	-22%	9%	6%	6	-17%[11.6 µM]	0%	-1.0	-2.1
O=C(COC(=O)CCC1CCCC1)NCc1ccc(Cl)cc1	-21%	-6%	-7%	0	-2%	-7%	-0.3	0.7
CCn1c(SCC(=O)NC(C)C(C)C)nc2cc(S(=O)(=O)N3CCOCC3)ccc21 (centres undefined)	-7%	2%	-4%	5	-26%	-8%	-2.6	-2.6
O=C(CN1CCCC1)NC(=O)NC1CCCC1	-4%	0%	10%	-6	-5%	-5%	-1.0	2.8
CC(=O)Nc1cccc(NC(=O)CSc2nc3c(=O)n(C)c(=O)n(C)c3n2C)c1	-12%	5%	1%	2	-2%	-7%	-1.2	0.2
O=C(COC(=O)CC1CCS(=O)(=O)C1)Nc1ccc(F)cc1 (centres undefined)	-10%	-5%	-9%	-3	-2%	3%	1.7	-1.3
O=C(COC(=O)CNC(=O)c1ccccc1)Nc1ccc(Cl)cn1	2%	-3%	7%	-3	9%	2%	-0.3	-1.7
CN1CCN(c2ccc(Cl)cc2NS(=O)(=O)c2ccccc2Cl)CC1	-17%	-7%	-4%	0	0%	27µM*	0.5	-1.7
O=C(CN(C(=O)CNC(=O)c1ccco1)c1ccc2c(c1)OCCO2)NC1CCCC1	7%	8%	3%	0	-2%	-5%	-2.1	2.0
O=C(c1cc2c(s1)-c1ccccc1OC2)N1CCN(c2ccccn2)CC1	-20%	13%	2%	-3	2%	-12%	-2.4	-1.0

More records
smiles	EPAC1 antagonist	EPAC2 ag	EPAC1 ag	PI5P4Ka inh	WRN inhibitor	PLK1 PBD inh	IL2 activator	CCT modulator
O=C(CNCCCO)Nc1cc(C(F)(F)F)cc(NC(=O)CNCCCO)c1Cl	2%	-4%	-6%	-3	15%	-5%	-0.4	-1.1
O=c1[nH]c(/C=C\c2cccc(C(F)(F)F)c2)nc(O)c1[N+](=O)[O-]	?	12%	-2%	?	-34%	-6%	6.0	-3.4
CC1CCc2nc3ccccc3c(C(=O)OCC(=O)NC3CCS(=O)(=O)C3)c2C1 (centres undefined)	-10%	5%	-2%	2	-4%	-6%	2.1	-1.9
Cc1ccc(Oc2nc3ccccn3c(=O)c2/C=C(\C#N)C(=O)NC2CCS(=O)(=O)C2)cc1 (centres undefined)	-3%	10%	-4%	4	0%	-4%	1.3	-3.6
COc1cccc(-c2[nH]nc3c2C(c2ccc(C)o2)C(C#N)=C(N)O3)c1 (centres undefined)	-9%	9%	2%	-22	-22%	?	-2.5	0.6

Compound profiles (already shown). Screens in order: EPAC1 antagonist	EPAC2 ag	EPAC1 ag	PI5P4Ka inh	WRN inhibitor	PLK1 PBD inh	IL2 activator	CCT modulator
`O=c1[nH]c(/C=C\c2cccc(C(F)(F)F)c2)nc(O)c1[N+](=O)[O-]` reads ?	12%	-2%	?	-34%	-6%	6.0	-3.4
`O=C(CNCCCO)Nc1cc(C(F)(F)F)cc(NC(=O)CNCCCO)c1Cl` reads 2%	-4%	-6%	-3	15%	-5%	-0.4	-1.1
`COc1cccc(-c2[nH]nc3c2C(c2ccc(C)o2)C(C#N)=C(N)O3)c1` (centres undefined) reads -9%	9%	2%	-22	-22%	?	-2.5	0.6
`Cc1ccc(Oc2nc3ccccn3c(=O)c2/C=C(\C#N)C(=O)NC2CCS(=O)(=O)C2)cc1` (centres undefined) reads -3%	10%	-4%	4	0%	-4%	1.3	-3.6
`CC1CCc2nc3ccccc3c(C(=O)OCC(=O)NC3CCS(=O)(=O)C3)c2C1` (centres undefined) reads -10%	5%	-2%	2	-4%	-6%	2.1	-1.9
